# Assay outcomes deposited in PubChem BioAssay by The Scripps Research Institute Molecular Screening Center.
# DAX1 inh-1 – DAX1 (NR0B1) inhibitors, primary screen, cell-based, HEK293, Gal4-DAX1, luciferase luminescence; Nuclear receptor subfamily 0 group B member 1 (Homo sapiens), P51843; HEK293 Gal4-DAX1 luciferase reporter; inhibition, % at 6.75 µM; 340,000 tested, 0.99% active; AID 504766, 2011;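 active means inhibition above the mean over all tested compounds plus 3 SD, cut at about 4.2% in these data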;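 further: 0% = DAX1-transfected cells with DMSO and 100% = empty-vector control cells with DMSO; inhibition shows as a rise in luminescence from relieved DAX1 repression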
# Target sequence (P51843 207-470 limits assumed): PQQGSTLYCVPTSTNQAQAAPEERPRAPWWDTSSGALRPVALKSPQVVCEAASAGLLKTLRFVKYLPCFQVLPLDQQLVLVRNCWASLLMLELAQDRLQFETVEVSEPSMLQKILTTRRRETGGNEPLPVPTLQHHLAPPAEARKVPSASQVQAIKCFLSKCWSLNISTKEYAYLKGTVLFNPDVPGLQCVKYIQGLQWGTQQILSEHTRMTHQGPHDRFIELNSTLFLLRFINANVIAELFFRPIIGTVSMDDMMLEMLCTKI
# hgDAF12 agonist – H. glycines DAF-12 receptor agonists, primary screen, cell-based, luminescence, HEK293, GAL4 fusion, UAS-luciferase | Nuclear hormone receptor DAF-12 (Heterodera glycines), GAL4 fusion | AID 687014, 2013 | HEK293 GAL4-hgDAF12 UAS-luciferase reporter, agonist luminescence; normalized to butyrate control | activation, % at 6.8 µM | 370,000 tested, 1.8% active;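 active means activation above a cutoff set at the mean of all screened compounds plus 3 SD, cut at about 10% in these data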;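 further: 0% = DMSO wells and 100% = sodium butyrate wells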
# hcDAF-12 act – H. contortus DAF-12 nuclear receptor activators, primary screen, cell-based, luminescence, HEK293, lit1-tk-luc reporter. HEK293 hcDAF-12 lit1-tk-luc reporter; 0% DMSO, 100% Δ7-dafachronic acid. activation, % at 6.8 µM. 370,000 tested, 1.4% active. AID 652067, 2013;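 active means activation above the mean of all tested compounds plus 3 SD, cut at about 5.5% in these data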;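 further: 100% = response to 3 µM Δ7-dafachronic acid high control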
# PLC-beta3 inh – human PLC-beta3 inhibitors, primary screen, biochemical, fluorescence. AID 720704, 2013. Purified PLC-beta3, fluorogenic substrate. 370,000 tested, 0.18% active. inhibition, % at 12.2 µM; in the data active means inhibition above about 11%;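 further: 0% = median of compound wells on plate and 100% = full blocker control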
# ADAM17 inh – ADAM17 inhibitors, primary screen, biochemical, QFRET. recombinant ADAM17, EDANS/DABCYL FRET peptide cleavage. inhibition, % at 6.95 µM. 370,000 tested, 0.83% active;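 active means inhibition above the mean of compounds lying between control limits plus 3 SD, set per campaign, cut at about 8.5% in these data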;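 further: 0% = DMSO-only wells as the low control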
# HGIII-sPLA2 inh – human group III sPLA2 inhibitors, primary screen, biochemical, QFRET, BODIPY PC-A2 liposome substrate; Group 3 secretory phospholipase A2 (Homo sapiens), Q9NZ20; QFRET BODIPY PC-A2 liposome hydrolysis, fluorescence; inhibition, % at 12.2 µM; 370,000 tested, 0.56% active; AID 743126, 2013;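 active means inhibition above mean plus 3 SD of compounds lying within the high and low control bounds, cut at about 19% in these data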;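 further: 0% = median of test compound wells and 100% = no enzyme DMSO wells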
# Target sequence (Q9NZ20 whole entry, looked up): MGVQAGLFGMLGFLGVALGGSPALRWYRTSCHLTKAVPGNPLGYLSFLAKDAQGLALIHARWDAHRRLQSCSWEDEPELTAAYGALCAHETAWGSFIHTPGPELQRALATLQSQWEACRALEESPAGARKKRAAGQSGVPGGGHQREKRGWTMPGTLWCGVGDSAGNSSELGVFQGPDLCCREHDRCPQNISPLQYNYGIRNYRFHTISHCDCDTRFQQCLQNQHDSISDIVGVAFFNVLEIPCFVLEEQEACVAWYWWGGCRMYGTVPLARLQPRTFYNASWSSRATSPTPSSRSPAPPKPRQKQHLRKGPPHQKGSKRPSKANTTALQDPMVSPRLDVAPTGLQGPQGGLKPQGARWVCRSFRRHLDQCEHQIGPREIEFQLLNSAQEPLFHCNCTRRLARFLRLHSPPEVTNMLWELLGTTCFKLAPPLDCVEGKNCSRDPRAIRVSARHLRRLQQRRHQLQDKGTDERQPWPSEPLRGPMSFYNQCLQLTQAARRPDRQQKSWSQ
# FXN GAA850 act – FXN promoter activators, primary screen, cell-based, luciferase luminescence, HEK293 lucGAA850; HEK293 lucGAA850 FXN promoter luciferase reporter, 24 h; percent of 10 µM SAHA response; activation, % at 6 µM; 360,000 tested, 0.56% active;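 active means activation above the average of all compounds screened plus 3 SD, cutoff fixed separately per campaign, cut at about 7.5% in these data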;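 further: 0% = DMSO wells and 100% = 10 µM SAHA wells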
# ADAM10 inh – human ADAM10 inhibitors, primary screen, biochemical, QFRET, HTS; AID 720582, 2013; Disintegrin and metalloproteinase domain-containing protein 10 (Homo sapiens), O14672; 370,000 tested, 0.62% active; inhibition, % at 7 µM; recombinant ADAM10, EDANS/DABCYL FRET peptide cleavage, 3 h;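 active means inhibition above a per-campaign cutoff equal to the mean of compounds falling between control-based bounds plus 3 SD, cut at about 20% in these data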;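 further: 0% = DMSO wells while the 100% control is not disclosed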
# DAX1 inh-2 – DAX1 (NR0B1) inhibitors on StAR promoter, primary screen, cell-based, luminescence, SF-1 (NR5A1), full-length DAX-1; HEK293T StAR-luciferase reporter, SF-1/DAX-1 repression relief; inhibition, % at 6.8 µM; 370,000 tested, 1.1% active; AID 652010, 2013;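 active means inhibition above the mean over all tested compounds plus 3 SD, cut at about 3.6% in these data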;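 further: 0% = DAX-1 cells with DMSO and 100% = cells lacking DAX-1 with DMSO; higher inhibition means more luminescence from relief of DAX-1 repression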
# ssDAF-12 act – S. stercoralis DAF-12 nuclear receptor activators, primary screen, cell-based, luminescence, HEK293, GRIP1 co-expression, lit1-tk-luc; HEK293 ssDAF-12/GRIP1 lit1-tk-luc reporter; % of 3 µM dafachronic acid response; activation, % at 6.8 µM; 370,000 tested, 1% active; AID 652126, 2013;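 active means activation above the mean over all tested compounds plus 3 SD, cut at about 0.9% in these data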;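 further: 0% = DMSO-only wells and 100% = 3 µM delta7-dafachronic acid wells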
# PLCg1 inh – PLC-gamma1 enzyme inhibitors, primary screen, biochemical, fluorescence, purified enzyme; 1-phosphatidylinositol 4,5-bisphosphate phosphodiesterase gamma-1 (Homo sapiens), P19174; fluorogenic substrate; inhibition, % at 12.2 µM; 370,000 tested, 0.84% active; in the data active means inhibition above about 9.5%
# Numbers without * were called inactive; i = inactive; · = not tested or not shown; & = joins results of further samples.
SMILES,DAX1 inh-1,hgDAF12 agonist,hcDAF-12 act,PLC-beta3 inh,ADAM17 inh,HGIII-sPLA2 inh,FXN GAA850 act,ADAM10 inh,DAX1 inh-2,ssDAF-12 act,PLCg1 inh
O=C(O)c1ccc(C(=O)c2ccc3c(c2)C(=O)N(CC2CCCO2)C3=O)cc1 (stereo not given),-0.9,-2.5,-2.9,-5.3,-1.8,14.4,2.4,-2.2,0.0,-1.1,0.8
Cc1sc2ncnc(Sc3ccccc3C(=O)Nc3ccc(C#N)cc3)c2c1C,1.0,4.3,0.2,-1.4,-6.4,6.0,-3.8,-10.8,0.0,-0.9,1.3
COC(=O)c1ccccc1Oc1ccc(NC(=O)CCCl)cc1,-0.5,-1.2,-0.7,-1.8,0.5,-5.2,0.2,0.9,-0.6,-0.6,0.5
[N-]=[N+]=CC(=O)CC(c1ccccc1)N1C(=O)c2ccccc2C1=O (stereo not given),1.0,0.6,0.0,-3.0,-2.9,3.1,-0.6,4.3,0.1,-0.6,0.9
COc1ccc(CCC(=O)NCc2cn3ccsc3n2)cc1,1.0,-0.9,-0.3,-1.0,0.4,5.5,-2.5,14.1,1.0,-1.4,-3.3
COc1ccc(Cc2c(C(C)(C)C)nc3ccc(C)cn23)c(C)c1,·,-2.5,-0.4,-47.1,-7.3,7.7,·,-21.1,-0.1,-0.6,-32.0
O=C(CN1CCc2[nH]c3ccccc3c2C1)N1CCCCC1,-0.1,-1.4,2.3,-131.5,-29.2,4.9,0.3,-79.2,0.3,-0.2,-103.4
Cc1ccc(S(=O)(=O)NCc2ccc(C(=O)NCCCN3CCC(Cc4ccccc4)CC3)cc2)cc1,0.7,-1.7,-2.6,-1.9,-18.2,0.4,-2.0,-8.9,-0.2,-0.3,0.8
CC(C(=O)Nc1ccccc1F)N1CCN(S(=O)(=O)c2ccc(C(F)(F)F)cc2)CC1 (stereo not given),0.5,0.4,-0.1,-10.1,-7.3,-4.1,-0.7,-2.0,0.7,-0.3,3.2
CCOC(=O)c1sc(NC(=O)CSc2nncn2C)nc1C,5.2*,4.3,1.2,3.9,-1.8,1.0,1.4,3.3,-0.4,-1.6,-0.4
COc1ccc(-c2nc3n(c2Br)CCC3)cc1,0.8,5.2,1.4,3.1,-2.2,-6.5,5.8,-0.8,2.4,-1.2,-0.3
CC(OC(=O)CNC(=O)c1ccc(Cl)c([N+](=O)[O-])c1)C(=O)NC1CCCCC1C (stereo not given),2.3,3.6,-1.0,-4.9,-0.6,-8.3,1.0,6.1,0.1,-0.8,-9.1
CC(=O)c1ccc(S(=O)(=O)Nc2ccc(-n3cnnn3)cc2)cc1,0.9,-0.5,0.0,-5.0,-1.6,7.2,0.8,-16.1,-0.7,-0.8,1.1
CCn1ncc(CNC(=O)CCSc2nc(-c3ccco3)cc(C(F)(F)F)n2)c1C,-0.2,-2.1,-2.2,1.9,-1.0,-6.6,0.9,6.2,0.0,-1.1,-1.4
CCOc1cc(-c2nc(-c3ccncc3)no2)cc(OCC)c1OCC,0.4,1.9,-0.8,-0.8,-7.0,-2.7,-0.6,-4.1,0.5,-1.1,0.9
O=c1c2ccccc2nc(/C=C/c2cccc(Br)c2)n1CCCO,-1.6,-3.8,-2.8,-26.5,-2.0,-7.1,1.9,3.2,-0.5,-1.1,-12.9
O=C(NCC(=O)N(c1ccc(F)cc1)C(C(=O)NC1CCCCC1)c1cccnc1)c1ccco1 (stereo not given),0.5,0.2,-2.0,-8.7,-2.4,1.8,0.2,-4.8,-0.1,-0.8,-0.8
O=C(Nc1ccccc1C(=O)N1CCOCC1)c1ccc(F)cc1,-0.2,3.0,-0.3,3.3,1.5,4.7,0.1,0.3,-0.5,-0.9,-0.2
CCOC(=O)c1ccc(-n2cccc2/C=C2\NC(=O)NC2=O)cc1,-1.0,0.5,-1.9,-8.4,-1.8,-5.5,-5.0,8.9,-1.8,-1.2,-3.5
COC(=O)c1c(N2C(=O)CC(Sc3ccccc3C(=O)O)C2=O)sc2c1CCCC2 (stereo not given),3.1,-0.6,-0.9,-10.2,-2.0,-3.0,-0.3,2.7,-0.1,-1.4,-2.9
Cc1ccc(N(C)C2=NC(=O)CS2)cc1Cl,0.6,-0.3,0.4,-1.8,-1.0,-12.8,2.5,8.3,0.2,-1.2,2.8
O=C(c1ccc2c(c1)OCO2)N1CCN(c2ccc(C(F)(F)F)cn2)CC1,-0.4,1.8,-5.1,-1.1,-5.0,5.8,1.1,-13.5,-0.8,-2.2,-4.2
O=C(COC(=O)CNC(=O)c1ccccc1Cl)NC1CCCC1,0.0,0.5,-1.5,-0.7,-2.6,5.3,1.4,-6.3,-0.8,-0.8,3.2
COc1ccc(OC)c(C(c2nnnn2C2CCCC2)N2CCN(c3ccc(F)cc3)CC2)c1 (stereo not given),0.2,0.3,-1.4,-1.1,-2.1,3.0,-3.9,6.4,-0.7,-0.9,0.5
O=S(=O)(NCc1nnnn1-c1ccc(F)cc1)c1ccc(F)cc1,-0.1,0.3,-0.8,-3.9,-7.0,3.6,1.9,-10.9,0.2,-0.8,-0.3

# The last two compounds of the section before open the next one:
SMILES,DAX1 inh-1,hgDAF12 agonist,hcDAF-12 act,PLC-beta3 inh,ADAM17 inh,HGIII-sPLA2 inh,FXN GAA850 act,ADAM10 inh,DAX1 inh-2,ssDAF-12 act,PLCg1 inh
COc1ccc(OC)c(C(c2nnnn2C2CCCC2)N2CCN(c3ccc(F)cc3)CC2)c1 (stereo not given),0.2,0.3,-1.4,-1.1,-2.1,3.0,-3.9,6.4,-0.7,-0.9,0.5
O=S(=O)(NCc1nnnn1-c1ccc(F)cc1)c1ccc(F)cc1,-0.1,0.3,-0.8,-3.9,-7.0,3.6,1.9,-10.9,0.2,-0.8,-0.3
Nn1c(CN2CCCCC2)nc2ccccc2c1=O,0.8,2.4,1.0,-5.4,-1.0,1.8,0.3,-2.7,0.7,-0.8,-5.8
O=C1Nc2ccc(Br)cc2C1(O)c1ccc(F)cc1 (stereo not given),0.8,-3.0,1.3,-2.3,2.9,-3.2,1.4,1.3,-0.1,-0.8,5.0
COc1ccc(C(=O)Cc2cc3cccc(OC)c3oc2=O)cc1,3.5,-1.7,-0.3,-4.2,0.4,-17.9,5.2,1.7,0.4,-0.6,-0.6
Cc1ccccc1N1CCN(Cc2nc(Cc3ccccc3)no2)CC1,-1.3,2.8,-1.1,-6.1,-2.7,-1.5,-0.5,-2.6,0.1,-1.1,-0.8
Cc1cc(F)ccc1NCc1ccc([N+](=O)[O-])cc1,-0.1,1.4,1.0,-5.3,0.5,6.4,1.5,3.7,-0.3,-1.8,0.4
CCOc1ccc(NC(=O)CSc2nnc(-c3n[nH]c4c3CCC4)n2N)cc1,·,4.0,-1.4,3.2,0.5,-5.2,·,-1.4,-2.6,-1.0,3.3
O=C1C=C(c2cccc3c2Oc2ccccc2S3)C[C@@H](c2ccc3c(c2)OCO3)C1,·,-2.5,-0.4,-6.6,-1.2,-4.8,·,-1.5,0.0,0.0,-3.6
COc1ccc(-c2cc3nnc(-c4ccccc4)nc3s2)cc1,2.3,2.0,0.1,-0.5,-2.0,4.6,2.2,-4.3,0.3,-1.2,-4.2
Cc1ccc(/C(O)=C2/C(=O)C(=O)N(CCN3CCOCC3)C2c2ccccn2)cc1 (stereo not given),0.4,3.7,0.6,-24.8,-5.0,-10.0,2.2,-9.5,0.7,0.3,-17.5
O=Cc1cn(-c2ccccc2)nc1-c1cc2cc(O)ccc2oc1=O,0.3,2.4,-1.4,-163.5,-73.0,-6.2,0.7,-247.8,-1.3,-2.2,-118.0
Cc1csc2ncc(C(=O)Nc3ccon3)c(=O)n12,-0.8,2.2,9.5*,-33.8,-151.8,0.8,-1.5,-488.8,0.0,-1.2,-35.2
COCCN(C(=O)COC(=O)Cc1c[nH]c2ccccc12)c1c(N)n(Cc2ccccc2)c(=O)[nH]c1=O,3.1,1.0,3.1,0.3,-1.6,-35.4,-0.7,-1.4,0.8,0.5,0.1
Cc1cnn(-c2nc(-c3ccccc3)cc(-c3ccccc3)n2)c1,1.2,-1.2,-1.6,0.4,-2.3,-0.3,1.1,-3.6,-0.2,-1.2,-4.4
COC(=O)C1=C(C(=O)OC)[C@@H]2N(Cc3ccccc3)c3ccccc3[C@@]23C[C@@H](C(=O)OC)N(C(=O)NC(C)(C)C)C3=N1,-1.6,-0.7,-1.1,0.2,-0.2,2.2,-0.2,1.9,-0.2,-1.1,-0.3
O=C(CS(=O)(=O)Cc1ccccc1)NCCc1ccc(F)cc1,1.1,-0.6,-1.0,-2.6,-2.1,-3.3,0.1,-3.7,0.8,-0.6,-1.3
Cc1nc(Cl)sc1C(=O)Nc1ccc(C(C)(C)C)cc1,5.2*,4.6,0.9,-78.5,3.4,-7.0,3.4,2.2,-0.8,-0.1,-57.5
CCN(CC)S(=O)(=O)c1cccc(C(=O)NCCCn2ccnc2)c1,-2.1,-1.7,3.4,-2.0,-3.8,-1.4,1.0,0.1,-0.2,-0.1,2.4
CCOC(=O)Nc1ccc2c(CN3C(=O)NC4(CCCC4)C3=O)cc(=O)oc2c1,-0.3,-0.7,-1.4,i,i,-5.2,1.7,i,-0.3,-0.8,i
COc1ccccc1Nc1nc(N2CCOCC2)nc(N2CCOCC2)n1,-0.7&-0.1,0.6&1.0,-0.5&-0.4,-4.2&0.8,-2.0&-4.9,4.4&8.3,1.8&-1.4,-8.5&-3.8,-0.5&-0.8,-0.6&-1.3,-1.0&-0.1
Cc1ccc(SCC(=O)OCC(=O)NCCCc2ccccc2)cc1,0.7,1.0,0.1,-10.3,-0.3,-12.8,0.5,0.4,0.7,-0.5,-1.4
COc1ccc(NC(=O)CSc2nnc(-c3cccnc3)n2Cc2ccco2)c(OC)c1,0.1,-0.9,-0.8,4.1,-4.0,-1.8,2.8,-0.1,-0.2,-1.2,2.1
COC1=CC(=O)OC12CCCCC2,-0.3,1.5,0.0,4.5,1.9,-2.3,3.3,-5.5,-1.1,-0.8,-0.9
Cc1cc(C)c(NC(=O)NC(=O)c2cccc(F)c2)c(C)n1,2.0,1.7,1.6,2.8,0.0,-4.3,2.3,-1.3,0.8,0.5,1.3
